Compound activity: PubChem, several laboratories
MsrA inhibitor: inhibitors of bovine MsrA; purified bovine MsrA, absorbance read-out; AID 651718; inhibition, % at 15.5 µM; actives 0.75% (n = 360,000); in the data active means inhibition above about 4.5%;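 further: 0% = vehicle wells with enzyme and 100% = reference inhibitor wells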
E coli Lon inh: inhibitors of E. coli Lon protease; P0A9M0; purified E. coli Lon protease, fluorescence polarization; inhibition, % at 7.94 µM; actives 0.42% (n = 360,000); AID 602123; in the data active means inhibition above about 13%, passing the limit was not always enough;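 further: 0% = enzyme with probe and DMSO and 100% = no enzyme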
LMPTP inh: LMPTP (human) inhibition; inhibition, % at 20 µM; P24666; recombinant LMPTP-A, OMFP fluorogenic substrate, fluorescence intensity; actives 0.22% (n = 360,000); AID 651560;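 active means compounds that cut the enzyme signal by at least half of the control window in the single-dose screen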;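 further: plate controls were DMSO wells with enzyme plus substrate for no effect and substrate without enzyme for full effect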
Target sequence (P24666 whole entry, looked up): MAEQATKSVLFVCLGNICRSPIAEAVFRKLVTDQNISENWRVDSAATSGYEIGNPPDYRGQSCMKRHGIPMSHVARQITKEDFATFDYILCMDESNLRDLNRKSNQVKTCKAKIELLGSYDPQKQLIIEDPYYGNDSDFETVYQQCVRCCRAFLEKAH
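Buffer or medium: Bis-Tris pH 6.0, DTT, detergent; Assay system: LMPTP-A enzyme; Quantity: 0.625 nM enzyme; Detection: endpoint fluorescence intensity; Times: 50 min dark incubation at room temperature; Controls: substrate-only low control, DMSO enzyme-plus-substrate high control; Doses: single 20 µM dose; Read-out: percent inhibition versus substrate-only and uninhibited controls; Reagent: 400 µM OMFP.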
NRP1-CendR mod: modulators of CendR peptide binding to human neuropilin-1. O14786. FAM-RPARPAR peptide binding to NRP-1, fluorescence polarization. inhibition, % at 25 µM. actives 0.85% (n = 360,000);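 active means inhibition or corrected inhibition above about 18%, plus a signal ratio from 0.5 to 1.5, limit read from the data, passing the limit was not always enough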; further: strong numbers were not always called active
bovine MsrA act: activators of bovine methionine sulfoxide reductase A | purified bovine MsrA, absorbance read-out | activation, % at 10.6 µM | actives 0.3% (n = 360,000); in the data active means activation above about 7.5%;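 further: 0% = vehicle and 100% = reference activator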
DNMT1 block: inhibitors of human DNMT1; inhibition (reported as % activation of signal), % at 10 µM; P26358; AID 588458; DNMT1 molecular beacon, Hinp1I cleavage, fluorescence; actives 0.83% (n = 360,000); in the data active means inhibition above about 50%
SUMO1-SIM PPI: alters human SUMO1 binding to SIM partners | SUMO1 binding to a labelled peptide, TR-FRET, 1 h | actives 0.33% (n = 360,000) | inhibition, % at 20 µM | P63165 | AID 602429; in the data active means inhibition above about 37%
Target sequence (P63165 whole entry, looked up): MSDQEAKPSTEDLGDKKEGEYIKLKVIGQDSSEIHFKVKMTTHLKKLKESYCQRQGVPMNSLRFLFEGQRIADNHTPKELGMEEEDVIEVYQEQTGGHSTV
Scp-1 inhibitor: inhibitors of human Scp-1 phosphatase | Q9GZU7 | Recombinant Scp1, phosphopeptide, malachite green phosphate absorbance | inhibition, % at 20 µM | actives 0.88% (n = 340,000) | AID 493091;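 active means inhibition above about 50% at 20 µM, limit read from the data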;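 further: plate controls were DMSO wells with enzyme for no effect and wells lacking enzyme for full effect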
Target sequence (Q9GZU7 76-261 limits assumed): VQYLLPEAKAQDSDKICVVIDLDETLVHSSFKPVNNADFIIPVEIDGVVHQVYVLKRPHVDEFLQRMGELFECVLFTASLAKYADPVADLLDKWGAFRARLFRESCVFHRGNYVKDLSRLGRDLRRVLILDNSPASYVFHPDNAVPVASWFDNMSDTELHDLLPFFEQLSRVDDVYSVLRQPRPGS
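Material: truncated SCP-1 phosphatase (76-261aa) / Buffer or medium: 50 mM Tris acetate pH 5.5, 0.005% Tween-20, 10 mM MgCl2 / Compound dosing: one concentration, 20 µM, with 1.0% DMSO / Incubation: 45 min room-temperature reaction, 5 min colour, 30 min stabiliser / Detection: colorimetric free-phosphate detection, absorbance 630 nm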
Tb MetRS inh: Trypanosoma brucei MetRS inhibition. purified T. brucei MetRS, ATP depletion, Kinase-Glo luminescence. inhibition, % at 11.9 µM. actives 0.4% (n = 360,000);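 active means inhibition above a per-plate cutoff of the control wells' mean inhibition plus 3 SD, cut at about 5.5% in these data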;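 further: 0% = DMSO wells median and 100% = median of wells with control inhibitor compound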
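Material – parasite MetRS enzyme · Medium – HEPES-MgCl2-KCl buffer plus DTT, spermine, BSA, pyrophosphatase · Reagent – ATP, methionine and E. coli bulk tRNA substrates · Times – 15 min enzyme-compound preincubation, 2 h reaction, 10 min detection, 25 °C · Measured by – luminescence of leftover ATP · Evaluation – percent inhibition relative to median high and low control wells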
STEP block: blocks human striatal-enriched tyrosine phosphatase. P54829. recombinant STEP, OMFP fluorogenic substrate, fluorescence. inhibition, % at 20 µM. actives 0.25% (n = 360,000);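 active means inhibition at 20 µM, scaled per plate between control wells, above about 37%, limit read from the data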;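 further: 0% = DMSO with enzyme and substrate and 100% = substrate only without enzyme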
Target sequence (P54829 whole entry, looked up): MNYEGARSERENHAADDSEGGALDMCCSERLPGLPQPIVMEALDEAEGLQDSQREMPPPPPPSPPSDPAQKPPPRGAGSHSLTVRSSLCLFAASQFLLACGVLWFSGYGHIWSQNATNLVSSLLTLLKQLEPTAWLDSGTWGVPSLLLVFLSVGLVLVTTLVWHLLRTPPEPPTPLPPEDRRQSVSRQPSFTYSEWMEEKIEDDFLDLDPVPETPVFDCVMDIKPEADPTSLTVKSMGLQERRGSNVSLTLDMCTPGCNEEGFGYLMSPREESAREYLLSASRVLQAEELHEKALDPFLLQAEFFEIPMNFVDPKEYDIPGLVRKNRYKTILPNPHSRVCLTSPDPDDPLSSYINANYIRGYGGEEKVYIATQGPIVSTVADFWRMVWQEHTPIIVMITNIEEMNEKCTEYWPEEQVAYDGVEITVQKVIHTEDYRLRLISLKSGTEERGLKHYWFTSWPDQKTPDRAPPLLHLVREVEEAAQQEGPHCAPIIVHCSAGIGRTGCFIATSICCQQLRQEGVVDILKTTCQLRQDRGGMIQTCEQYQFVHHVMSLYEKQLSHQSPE
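Material: STEP (striatal-enriched tyrosine phosphatase) enzyme, cell-free | Medium: 50 mM Bis-Tris pH 6.0 with 2.5 mM DTT and 0.005% Tween 20 | Read-out: Percent inhibition scaled to no-enzyme and uninhibited-enzyme controls, plate-pattern corrected | Signal: Fluorescence read at 480 nm ex / 540 nm em | Times: 20 min reaction, room temperature, in the dark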
Numbers without * were called inactive; nt = no result given.

No.	SMILES	NRP1-CendR mod	Tb MetRS inh	SUMO1-SIM PPI	LMPTP inh	DNMT1 block	MsrA inhibitor	E coli Lon inh	Scp-1 inhibitor	STEP block	bovine MsrA act
1	COc1ccc(NC(=O)C2=C(C)Nc3nc(CCCO)nn3C2c2ccc(OC)c(OC)c2)cc1 (stereo not drawn)	5	-0.3	0	-0.1	-6	0.5	0	-3	-1	-2
2	CCCCn1c(NC(=O)CC)c(C#N)c2nc3ccccc3nc21	-17	-1.1	-18	-0.5	74*	-0.1	-7	11	28	-13
3	CCCCC(=NCCc1c(C)[nH]c2ccccc12)C1=C(O)CC(c2ccccc2)CC1=O (stereo not drawn)	10	-0.1	-2	4.5	-9	-0.8	11	14	5	-3
4	CCn1c(CNC(=O)c2cccnc2)cc2ccccc21	-4	-0.4	3	0.3	-2	0.6	-3	-2	1	3
5	CCCC(CCC(=O)Nc1ccc(C(=O)OCC)cc1)C(=O)O (stereo not drawn)	1	-1.2	0	1.1	-4	0.1	3	-5	-1	-3
6	CCCOc1cccc(C2C(C(=O)c3ccc(C)o3)=C(O)C(=O)N2c2nc(C)c(C(C)=O)s2)c1 (stereo not drawn)	-58	0.2	-8	24	0	1.9	-58	-2	8	-3
7	COC(=O)[C@H]1C[C@@H]1[C@H](NC(=O)[C@H]1C[C@@H]1[C@H](NC(=O)OCc1ccccc1)c1ccccc1)c1ccccc1	-1	-0.3	1	0.0	-2	1.2	-2	0	0	0
8	O=C(COC(=O)c1ccccc1)c1ccc(Br)cc1	-8	0.7	2	-2.1	-1	-0.1	-10	-11	5	-1
9	COc1ccc(NC(=O)c2sc(NC(=O)COc3ccccc3)nc2C)cc1	3	0.5	6	2.7	4	0.4	-2	-3	-4	-4
10	COc1ccc2cc(C=O)n(C)c2c1	7	-0.6	-13	-0.2	3	4.4	-2	-11	-4	-16
11	Cc1ccc(C(=O)O/N=C(\N)c2ccccn2)cc1C	5	-1.1	6	-1.7	-3	-0.3	-3	6	1	-5
12	COc1ccc(C(=O)C2CCCN(C(=O)/C=C/c3cnc[nH]3)C2)c(C)c1 (stereo not drawn)	14	-0.2	-3	0.0	0	0.4	-5	-11	1	-2
13	C=CCn1c(SCC(=O)Nc2ccccc2OC)nc(O)c(CC)c1=O	2	0.1	0	-1.4	-1	2.0	-12	-4	-2	-2
14	S=C(NCC1CCCO1)Nc1cccc2ccccc12 (stereo not drawn)	12	-0.3	11	4.6	-2	1.2	-2	5	-3	-8
15	COc1ccccc1C(=O)Nc1ccc(S(=O)(=O)Nc2cc(C)on2)cc1	2	0.0	4	0.8	4	0.4	-3	-9	-3	0
16	O=C(Nc1ncccn1)c1ccc([N+](=O)[O-])o1	-165	-0.7	-24	-1.1	5	1.2	-6	2	-3	-5
17	CCn1ncc(C2=NOC(C(=O)Nc3cc(OC)c(Cl)cc3OC)C2)c1C (stereo not drawn)	-4	0.0	1	-0.9	-2	-0.2	-10	-3	-7	3
18	CC(C)n1nnnc1C1c2ccccc2C(=O)N1CCc1ccccc1F (stereo not drawn)	3	-0.9	-6	0.3	nt	0.1	-9	nt	nt	-4
19	CCOC(=O)C1CCCN(C2CC(=O)N(c3ccc(C)cc3)C2=O)C1 (stereo not drawn)	-2	-0.1	-1	-1.3	3	1.3	-5	-6	-1	-2
20	COc1cc(NC(=O)c2cccs2)c(OC)cc1NC(=O)CCn1nnc2ccccc21	6	-0.2	9	-0.6	-2	1.0	-2	-6	2	-3

(listing goes on)
No.	SMILES	NRP1-CendR mod	Tb MetRS inh	SUMO1-SIM PPI	LMPTP inh	DNMT1 block	MsrA inhibitor	E coli Lon inh	Scp-1 inhibitor	STEP block	bovine MsrA act
21	Cc1cc(C)c(C)c(S(=O)(=O)N2CCN(C(=O)C3CCC3)CC2)c1C	12	-0.5	1	0.5	5	-1.0	9	-7	4	0
22	COc1cc(-c2nc(-c3ccccn3)no2)cc(OC)c1OC	-3	-0.8	5	-1.2	2	-0.2	-9	2	-2	-5
23	Cc1ccc(-n2nc3c(c2NC(=O)/C=C\c2ccc4c(c2)OCO4)CSC3)cc1	-12	1.1	5	2.7	2	1.4	2	-13	2	-3
24	COc1ccc(S(=O)(=O)Oc2ccc3ccccc3c2)cc1	3	0.4	0	2.3	12	2.7	6	-12	2	-1
25	COc1ccc(C2=NN(C(=O)CSc3nccn3C)C(c3ccco3)C2)cc1 (stereo not drawn)	13	-0.3	-6	-1.3	5	-0.6	-2	24	0	-1
26	COC(=O)COc1nc(C)c2c(c1C#N)CC(C)(C)OC2	1	-1.6	-1	-2.1	-4	-1.5	2	7	0	0
27	CC1=C(C(=O)OCc2ccccc2)C(c2ccc(C)cc2)NC(=O)N1 (stereo not drawn)	3	-0.3	5	-2.7	0	-0.5	-3	nt	1	-2
28	COC1CCN(Cc2c(C(=O)N3C[C@@H](C)O[C@@H](C)C3)nc3ccc(Cl)cn23)CC1	10	-0.1	-1	-1.4	-1	1.1	-3	-2	-2	-7
29	COc1ccc(C(=O)NC(C)c2cnn(-c3ccccn3)c2C)o1 (stereo not drawn)	-4	0.4	-1	-1.1	-2	-0.6	-10	-10	-2	-3
30	CCCCCSc1nc2c(c(=O)[nH]c(=O)n2C)n1CCc1ccccc1	6	-0.3	-3	0.4	2	0.1	-3	-7	1	-2
31	O=C(NC(=S)Nc1cccc(O)c1)c1ccco1	0	-0.5	-3	-1.7	-10	-0.4	-9	-7	-1	-1
32	COc1ccc(NC(=O)CSc2nncs2)cc1S(N)(=O)=O	-1	-0.1	0	-0.8	0	-0.4	1	-11	-1	-3
33	CN(CC(=O)Nc1ccccc1Br)C(=O)c1ccccc1Sc1ccccc1C#N	3	-0.2	-31	-9.1	-9	2.3	5	-13	-3	0
34	CC(=O)N1CCN(CC(=O)Nc2cccc(S(=O)(=O)N3CCCCC3)c2)CC1	2	-0.1	1	-0.8	-2	-1.4	-20	-12	-4	-2
35	COc1ccc(S(=O)(=O)NCCc2c[nH]c3ccc(Cl)cc23)cc1	-2	1.4	6	0.8	-8	-0.5	-10	-5	3	0
36	CCN(Cc1ccccc1)C(=O)c1ccc(N(C)S(=O)(=O)c2ccc(C)cc2)cc1	-7	0.0	-24	-6.0	-2	0.2	5	-11	1	-3
37	Cc1occc1-c1nnc(SCC(=O)NC2(C#N)CCCC2)n1C	2	-0.4	-1	-1.3	2	1.0	4	-5	0	-1
38	COc1ccc(S(=O)(=O)N2CCN(Cc3cccc(F)c3)CC2)cc1	7	-0.7	3	0.6	2	0.9	-4	3	0	-5
39	CC(C)NC(=O)CCCn1cc([N+](=O)[O-])cn1	4	-0.9	-1	-2.8	-1	0.4	3	-7	-4	-4
40	CCC(C)(C)n1nnnc1C(c1cc2cccc(C)c2[nH]c1=O)N1CCCC1 (stereo not drawn)	-10	-0.5	-10	-6.7	-11	2.0	-4	-1	-2	-5

Single records, as listed above. Screens in order: NRP1-CendR mod	Tb MetRS inh	SUMO1-SIM PPI	LMPTP inh	DNMT1 block	MsrA inhibitor	E coli Lon inh	Scp-1 inhibitor	STEP block	bovine MsrA act
Results for `Cc1occc1-c1nnc(SCC(=O)NC2(C#N)CCCC2)n1C` = 2	-0.4	-1	-1.3	2	1.0	4	-5	0	-1
Results for `COc1ccc(NC(=O)C2=C(C)Nc3nc(CCCO)nn3C2c2ccc(OC)c(OC)c2)cc1` (stereo not drawn) = 5	-0.3	0	-0.1	-6	0.5	0	-3	-1	-2
Results for `CCC(C)(C)n1nnnc1C(c1cc2cccc(C)c2[nH]c1=O)N1CCCC1` (stereo not drawn) = -10	-0.5	-10	-6.7	-11	2.0	-4	-1	-2	-5

Next results.
No.	SMILES	NRP1-CendR mod	Tb MetRS inh	SUMO1-SIM PPI	LMPTP inh	DNMT1 block	MsrA inhibitor	E coli Lon inh	Scp-1 inhibitor	STEP block	bovine MsrA act
41	O=C(Cn1c(O)c(/C=C2\C=Nc3ccc(Br)cc32)sc1=O)N1CCCC1	-11	-0.1	-6	2.0	3	0.5	-3	2	5	-4
42	O=C(CCCOc1ccc(Cl)cc1Cl)NCc1ccccn1	2	1.4	2	-1.2	4	-1.5	-2	-7	1	0
43	CCOc1ccccc1NC(=O)C(c1ccccc1)N1CCN(CC(=O)N2CCCC2)CC1 (stereo not drawn)	2	-0.3	-1	-0.7	1	-0.3	4	-4	-2	-4
44	Nc1cc(C(=O)OCC(=O)N2CCCC2)ccc1Cl	0	-0.6	2	-0.1	3	0.1	-11	4	-1	6
45	COc1ccccc1CCNC(=O)C(=O)Nc1cc2c3c(c1)C(C)C(=O)N3CCC2 (stereo not drawn)	-12	-0.3	10	1.7	1	0.5	0	-6	2	4
46	CC(OC(=O)c1ccc(Cl)nc1)C(=O)N1CCc2ccccc21 (stereo not drawn)	-10	0.1	1	-0.4	1	-0.3	-10	16	2	-2
47	C=COc1ccc(N2C(=O)c3ccccc3OC2C)cc1 (stereo not drawn)	8	-0.2	-1	1.3	0	1.2	2	-6	0	-2
48	CCN(CC)C(=O)CSc1nc(OC)cc(=O)[nH]1	-10	0.3	2	0.2	4	0.2	1	-5	14	-4
49	Cc1cc(C(F)F)n2nc(C(=O)Nc3ccc(S(=O)(=O)NC45CC6CC(CC(C6)C4)C5)cc3)nc2n1	-7	-0.3	1	0.6	-14	0.1	-5	5	-1	-1
50	Nn1c(SCC(=O)Nc2nccs2)nnc1-c1cccnc1	1	-0.5	-1	0.6	1	0.5	0	7	-3	-10
51	O=c1cc(CSc2nc3ccccc3[nH]2)c2ccccc2[nH]1	11	1.0	0	1.4	2	1.4	6	-9	-2	-3
52	COc1ccc(CC(=O)OCC(=O)N2CCCc3ccccc32)cc1	-4	-0.2	1	-1.4	1	1.3	0	1	-3	-2
53	Cc1ccc(NC(=O)CSc2nnc3ccccn23)c(Cl)c1	-3	-0.2	1	-1.0	29	1.9	8	nt	-5	-1
54	O=c1c2oc3ccccc3c2ncn1Cc1cccc(Cl)c1	-1	-0.9	3	0.8	1	0.1	9	5	-3	-10
55	CC1CCCCC1Nc1nc2ccc(Cl)cc2n2cnnc12 (stereo not drawn)	-11	-0.1	6	1.4	0	2.3	-9	-4	4	-1
56	O=C(O)C1CCCN(S(=O)(=O)c2ccc(Br)cc2)C1 (stereo not drawn)	4	0.7	1	-0.2	3	0.7	4	0	1	-4
57	CCc1nnc(NC(=O)c2nn(-c3ccccc3)nc2C)s1	-5	0.0	-4	0.2	1	-1.3	-10	-11	3	0
58	OC(COc1c(Br)cc(Br)cc1Br)CN1CCOCC1 (stereo not drawn)	-3	-0.3	0	-0.3	-1	-0.5	1	0	1	-2
59	O=C(Cc1ccc(Cl)cc1Cl)Nc1ccncc1	11	-0.4	0	0.6	2	-0.4	-3	-4	0	-2
60	CCOC(=O)c1c(C)n(C)c2cc(OCCN(CC)CC)ccc12	1	-1.0	1	-1.4	3	-0.8	-6	-1	-2	-7
